Pf apPOL inh = Pf-apPOL DNA polymerase inhibition; 0.25% of 210,000 active; Recombinant Pf-apPOL, molecular beacon fluorescence, 1.5 h; inhibition, % at 10 µM; AID 1794808
mHTT CaM bind = disrupts binding of mutant huntingtin to calmodulin; AlphaScreen His-mHTT/GST-CaM binding, luminescence; inhibition, % at 15 µM; P42858; 3.6% of 190,000 active;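 further: 0% = both proteins with DMSO and 100% = one protein alone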
Target sequence (P42858 whole entry, looked up, stated change not applied): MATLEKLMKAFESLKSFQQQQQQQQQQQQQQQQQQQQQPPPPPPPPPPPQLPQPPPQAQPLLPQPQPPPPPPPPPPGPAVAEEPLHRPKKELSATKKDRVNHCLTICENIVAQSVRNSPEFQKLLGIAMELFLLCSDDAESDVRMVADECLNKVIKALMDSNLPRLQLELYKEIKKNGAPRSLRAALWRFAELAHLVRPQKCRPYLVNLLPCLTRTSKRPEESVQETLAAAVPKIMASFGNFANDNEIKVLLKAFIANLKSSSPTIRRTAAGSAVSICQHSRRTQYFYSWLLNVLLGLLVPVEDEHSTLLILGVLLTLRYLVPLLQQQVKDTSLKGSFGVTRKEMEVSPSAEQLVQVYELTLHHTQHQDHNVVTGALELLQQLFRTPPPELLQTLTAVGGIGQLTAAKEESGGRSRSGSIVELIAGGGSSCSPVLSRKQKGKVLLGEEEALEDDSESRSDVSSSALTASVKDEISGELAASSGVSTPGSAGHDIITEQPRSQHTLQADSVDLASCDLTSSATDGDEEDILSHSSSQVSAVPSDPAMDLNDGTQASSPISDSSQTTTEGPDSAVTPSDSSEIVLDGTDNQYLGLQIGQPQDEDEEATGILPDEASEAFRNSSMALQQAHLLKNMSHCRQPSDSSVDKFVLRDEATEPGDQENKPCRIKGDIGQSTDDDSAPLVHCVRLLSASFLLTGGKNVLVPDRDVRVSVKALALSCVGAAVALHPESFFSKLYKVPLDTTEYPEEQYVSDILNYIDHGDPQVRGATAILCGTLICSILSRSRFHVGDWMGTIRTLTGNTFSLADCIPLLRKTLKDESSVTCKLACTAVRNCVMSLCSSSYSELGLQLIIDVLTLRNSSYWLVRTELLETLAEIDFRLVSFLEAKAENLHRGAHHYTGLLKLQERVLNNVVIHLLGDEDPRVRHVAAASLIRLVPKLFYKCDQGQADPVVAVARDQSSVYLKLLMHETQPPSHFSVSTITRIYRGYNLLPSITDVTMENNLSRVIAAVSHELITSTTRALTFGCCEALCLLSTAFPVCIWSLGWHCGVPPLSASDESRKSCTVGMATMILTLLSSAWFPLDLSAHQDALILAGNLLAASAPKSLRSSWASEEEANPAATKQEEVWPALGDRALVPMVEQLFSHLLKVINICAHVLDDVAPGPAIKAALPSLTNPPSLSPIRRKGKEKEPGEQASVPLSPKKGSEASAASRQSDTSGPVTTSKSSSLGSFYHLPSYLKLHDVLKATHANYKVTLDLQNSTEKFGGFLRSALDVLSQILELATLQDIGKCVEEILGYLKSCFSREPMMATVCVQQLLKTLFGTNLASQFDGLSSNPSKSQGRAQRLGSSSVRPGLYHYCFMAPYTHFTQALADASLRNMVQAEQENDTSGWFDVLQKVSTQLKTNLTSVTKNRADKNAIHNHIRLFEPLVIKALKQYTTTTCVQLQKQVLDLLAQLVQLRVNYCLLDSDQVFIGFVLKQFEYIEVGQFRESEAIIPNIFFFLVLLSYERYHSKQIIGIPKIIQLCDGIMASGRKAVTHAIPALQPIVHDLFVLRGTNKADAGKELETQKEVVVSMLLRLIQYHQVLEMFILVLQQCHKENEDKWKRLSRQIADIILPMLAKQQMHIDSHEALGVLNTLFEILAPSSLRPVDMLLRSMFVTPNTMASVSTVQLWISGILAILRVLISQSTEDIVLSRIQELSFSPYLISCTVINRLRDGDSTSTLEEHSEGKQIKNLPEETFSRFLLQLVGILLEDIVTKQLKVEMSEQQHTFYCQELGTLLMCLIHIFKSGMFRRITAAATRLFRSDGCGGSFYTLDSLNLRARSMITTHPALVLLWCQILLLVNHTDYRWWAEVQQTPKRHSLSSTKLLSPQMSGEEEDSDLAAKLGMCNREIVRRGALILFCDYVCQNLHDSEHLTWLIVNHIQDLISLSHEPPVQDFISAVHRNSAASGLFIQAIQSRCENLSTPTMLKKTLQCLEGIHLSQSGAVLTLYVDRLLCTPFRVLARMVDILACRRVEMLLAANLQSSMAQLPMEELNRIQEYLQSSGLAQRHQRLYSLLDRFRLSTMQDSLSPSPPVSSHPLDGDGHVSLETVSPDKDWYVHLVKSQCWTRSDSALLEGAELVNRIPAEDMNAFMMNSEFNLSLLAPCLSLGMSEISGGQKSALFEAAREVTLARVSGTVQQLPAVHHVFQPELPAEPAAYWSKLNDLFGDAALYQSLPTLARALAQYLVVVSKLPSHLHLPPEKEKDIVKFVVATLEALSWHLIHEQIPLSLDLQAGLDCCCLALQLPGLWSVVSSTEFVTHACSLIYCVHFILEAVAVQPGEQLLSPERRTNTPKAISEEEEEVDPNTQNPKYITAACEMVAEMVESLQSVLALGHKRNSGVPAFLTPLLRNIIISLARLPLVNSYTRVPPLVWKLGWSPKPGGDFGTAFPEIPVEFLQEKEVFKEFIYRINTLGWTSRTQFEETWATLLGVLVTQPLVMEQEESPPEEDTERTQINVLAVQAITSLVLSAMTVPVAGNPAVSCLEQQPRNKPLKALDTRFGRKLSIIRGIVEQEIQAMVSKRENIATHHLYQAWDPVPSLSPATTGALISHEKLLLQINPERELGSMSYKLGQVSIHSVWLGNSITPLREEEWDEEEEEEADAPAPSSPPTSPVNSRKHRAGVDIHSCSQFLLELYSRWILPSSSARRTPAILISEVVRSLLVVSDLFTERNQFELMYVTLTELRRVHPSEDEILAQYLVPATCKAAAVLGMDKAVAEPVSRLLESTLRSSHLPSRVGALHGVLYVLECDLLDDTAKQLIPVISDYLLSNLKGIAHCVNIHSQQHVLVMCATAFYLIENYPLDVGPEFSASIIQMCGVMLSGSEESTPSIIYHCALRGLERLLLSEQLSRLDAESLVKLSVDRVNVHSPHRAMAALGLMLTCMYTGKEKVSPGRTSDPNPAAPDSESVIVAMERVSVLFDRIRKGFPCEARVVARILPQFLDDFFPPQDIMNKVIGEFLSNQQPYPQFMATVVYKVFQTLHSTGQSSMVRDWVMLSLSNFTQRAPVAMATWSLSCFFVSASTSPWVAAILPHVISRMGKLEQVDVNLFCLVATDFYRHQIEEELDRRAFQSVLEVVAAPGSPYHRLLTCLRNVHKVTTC
* = called active by the depositor; · = not tested or not shown; & = joins results of further samples. No stated cut-off is given here; in the data, active means inhibition above about 50%; inactive means the rest.

cpd | mol | Pf apPOL inh | mHTT CaM bind
1 | O=C(c1ccc(OCC2CCCN(C(=O)C3CCC3)C2)cc1)N1CCCC1 (stereo not given) | -2.8 | -4.1
2 | COc1ccc(C)cc1NC(=O)c1c(-c2ccccc2Cl)noc1C | 1.4 | 7.7
3 | O=C(NCc1cccs1)C(=O)NCC1CCCO1 (stereo not given) | 2.7 | -0.3
4 | CCOCCCNS(=O)(=O)c1cc(Br)cc2c1N(C(=O)CC)CC2 | -1.9 | 3.0
5 | O=C(Nc1ccccc1)c1cccc(C(=O)Nc2ccccc2)c1 | -9.7 | -5.9
6 | Cc1ncc(C[n+]2csc(CCO)c2C)c(N)n1 | -3.1 | -6.2
7 | CC1(C)N=C(c2ccccc2)C(=O)N1CC(=O)Nc1ccc(F)c(F)c1 | -7.7 | -2.7
8 | COc1cccc(NC(=O)N2CCC(c3ccccc3)C2)c1OC (stereo not given) | -10.2 | -13.9
9 | CCCC(=O)Nc1ccc(NC(=O)c2cc(Cl)ccc2Cl)cc1 | 0.2 | 9.8
10 | Cc1cc2ncn(S(=O)(=O)c3ccccc3[N+](=O)[O-])c2cc1C | -0.7&-2.2 | 29.0&27.7
11 | O=C1CC(c2ccccc2)CC2=C1C(c1cccc(O)c1)Nc1ccc3ncccc3c12 (stereo not given) | 11.8 | -3.0
12 | COc1ccc(OC)c(CN(CC(F)(F)F)S(=O)(=O)c2ccccc2Br)c1 | -6.3 | -6.3
13 | CCOc1cc(C2Nc3ccccc3C(=O)N2c2ccc(OC)cc2)ccc1O (stereo not given) | -6.3 | 4.0
14 | CCOC(=O)C1C(=O)C=C(c2ccc(OC)cc2)CC1c1cccc(OC)c1 (stereo not given) | -12.7 | -5.2
15 | O=[N+]([O-])c1cccc(-c2nc(S(=O)(=O)c3ccccc3)c(N3CCCCC3)o2)c1 | -0.2 | 4.0
16 | CCc1cc(C2CCCN2Cc2ccc(OC)cc2O)on1 (stereo not given) | 0.2 | -11.7
17 | O=C(NCc1ccc(C(F)(F)F)cc1)C1CCN(c2cncnc2N2CCOCC2)CC1 | 2.3 | 15.5
18 | COC(=O)c1ccc(NC(=O)CSc2nc(=O)[nH]c3c2CCC3)cc1 | 2.5 | 3.2
19 | CN1CCN(NC(=O)c2ccc(Br)cc2)CC1 | -4.9 | -5.7
20 | Cc1oc2cc(OC(=O)C3CC3)ccc2c(=O)c1-c1ccccc1 | -9.6 | -1.2
21 | Cc1cnc(NC(=O)Cc2ccc(Br)cc2)s1 | 1.8 | -3.6
22 | COCCCNC(=O)C1CCN(c2ncccc2-c2nc(-c3cccc(C)c3)no2)CC1 | -2.5 | -3.6
23 | CCN1c2ccc(F)cc2C(=O)NC12CCN(C(=O)c1ccccc1)CC2 | 5.0 | 1.2
24 | COCC(C)(O)CNC(=O)C(=O)Nc1ccc(C)c(Cl)c1 (stereo not given) | -8.6 | -19.5
25 | Cc1ccc(C)c(NC(=O)Cn2ccc3sccc3c2=O)c1 | -3.9 | -1.6

(further entries)
cpd | mol | Pf apPOL inh | mHTT CaM bind
26 | CCN1C(=O)c2cccnc2Sc2cc(NC(=O)C(C)C)ccc21 | 0.2 | -3.1
27 | CN(C)CCNC(=O)c1ccc(S(=O)(=O)N2CCCCC2)cc1 | -9.3 | -1.0
28 | CNC(=O)c1ccc(-n2c(C)ccc2C)nc1 | -0.1 | 7.4
29 | CC1=CC(=NS(=O)(=O)c2ccc([N+](=O)[O-])cc2)C=C(C)C1=O | 1.2 | 67.0*
30 | CN(C)CCC(c1ccccc1)c1ccccn1 (stereo not given) | 4.6 | ·
31 | c1ccc2c(c1)COC(CN1CCOCC1)OC2 | -1.8 | -1.0
32 | CC1CN(C(=O)c2cccnc2)C(C)CN1C(=O)c1cccnc1 (stereo not given) | -5.0 | -3.1
33 | Cc1ccccc1Cc1c(C)nc2c(C(=O)NCc3ccccc3Cl)cnn2c1C | -14.2 | 50.0
34 | O=C(NCc1ccc(F)cc1)N1CCCC1c1ccc(F)cc1 (stereo not given) | -4.6 | -8.1
35 | O=c1ccc(-c2ccco2)nn1CCCNS(=O)(=O)c1ccc2c(c1)OCCO2 | 8.3 | 36.6
36 | CC(CN(C)CC1C(=O)OC2CC3(C)CCCC4(CO4)C3CC21)C(O)c1ccccc1 (stereo not given) | -9.2 | ·
37 | Cn1c(CNC(=O)C2CCc3sc(C(=O)N4CCOCC4)cc3C2)nc2ccccc21 (stereo not given) | 1.6 | 7.4
38 | CC(C)Oc1cccc(C(=O)Nc2ccc(Oc3ccc(Cl)cc3)cc2)c1 | -6.1 | -6.5
39 | CC(=O)N(N=Cc1ccc(F)cc1)C1=NN(C(C)=O)C(c2ccc(F)cc2)S1 (stereo not given) | -7.8 | ·
40 | O=C(Nc1ccc(S(=O)(=O)N2CCOCC2)cc1)c1cccc(S(=O)(=O)N2CCCC2)c1 | -4.2 | 11.3
41 | CC1(C)CC(=O)C2=C(C1)OC(N)=C(C#N)C2c1ccc(F)cc1 (stereo not given) | -6.3 | 3.9
42 | COc1ccc(-n2ncc3c(NCCc4ccc(Cl)cc4)ncnc32)cc1 | -8.2 | 7.0
43 | O=C(COc1ccc([N+](=O)[O-])cc1)Nc1cccc(NC(=O)c2ccccc2)c1 | 16.3 | -0.3
44 | OC(CNCC1CCCO1)COc1ccc(OCC(O)CNCC2CCCO2)cc1 (stereo not given) | -9.0 | 0.5
45 | O=C(Nc1cccc(-c2nc3ncccc3o2)c1)c1cc([N+](=O)[O-])ccc1Br | 1.1 | 19.0
46 | Cc1ccc(C(=O)N2CCC(CCOc3ccc(F)cc3)CC2)s1 | 4.5 | -10.6
47 | COc1cccc(Oc2coc3cc(OC(=O)c4ccc([N+](=O)[O-])cc4)ccc3c2=O)c1 | -1.4 | -2.4
48 | CCN(CC)C(=O)c1cc2c(=O)n(CC)c3ccccc3n2n1 | -6.2 | -6.5
49 | CC(C)(C)c1nnc(NCc2ccccc2)[nH]c1=O | 2.7 | -2.0
50 | COc1cccc(C(C)NC(=O)C2CCN(c3cnn(C)c(=O)c3)CC2)c1 (stereo not given) | -5.9 | 1.4

Additional results.
cpd | mol | Pf apPOL inh | mHTT CaM bind
51 | Cc1n[nH]c(C)c1-c1ncccc1[N+](=O)[O-] | -0.3 | ·
52 | CC1CCCCN1C(=N)NC(=O)c1ccccc1 (stereo not given) | 1.6 | -0.3
53 | Cc1nc2ccccc2c2c1C(=O)N(c1ccc(F)c(Cl)c1)C2=O | 4.3 | 2.0
54 | CCCn1cnnc1C1CCN(C(=O)c2n[nH]c3ccccc23)CC1 | -1.9 | 1.0
55 | COc1ccc(CNC(=O)C2c3ccccc3CC(=O)N2Cc2ccccc2)cc1 (stereo not given) | -1.1 | 1.0
56 | CCOC(=O)C(C)Oc1ccc(S(N)(=O)=O)cc1 (stereo not given) | 6.0 | ·
57 | C=CCc1c(C)c(C#N)c2nc3ccccc3n2c1NCc1ccccc1 | -58.1 | -52.0
58 | O=C(Cc1ccc2ccccc2c1)NN=Cc1ccccc1[N+](=O)[O-] | -6.7 | ·
59 | O=C(NCCc1csc(-c2ccccc2)n1)C1CCCN1S(=O)(=O)c1cccs1 (stereo not given) | -1.3 | 6.7
60 | O=C(C1CC1)N1CCN(c2cc(Oc3cccc(F)c3)ncn2)CC1 | 0.5 | 3.0
61 | Cc1cc2c(=O)n(CC(=O)Nc3cccc(C)c3C)ccc2s1 | -3.9 | 3.2
62 | Cc1ccc(-c2cc(CN(C(=O)C3CC3)C(C)C)no2)cc1C | 27.4 | 9.2
63 | O=C(c1ccc(F)cc1)N1CCC(CCOc2ccccc2)CC1 | -0.1 | 18.7
64 | O=C(NCc1cccc(Cl)c1)C1CCN(c2cncnc2N2CCCC2)CC1 | -0.4 | 51.7*
65 | COc1ccc(CCN2C(=O)CSC2c2ccc(C(C)C)cc2)cc1OC (stereo not given) | 1.3 | 17.0
66 | Cc1ccc(CCC(=O)Nc2cccc3ccccc23)o1 | -1.4 | -6.5
67 | Cc1cc(NCc2ccc([N+](=O)[O-])cc2)ccc1Br | -2.1 | 57.5*
68 | CC(C)(C)NC(=O)CSc1nc2ccc(N3C(=O)c4ccccc4C3=O)cc2s1 | -0.5 | 1.0
69 | CS(=O)(=O)N1CCC(c2noc(-c3ccccc3)n2)CC1 | -2.1 | -3.8
70 | CCOCCCNC(=O)C1(O)c2cc(Br)ccc2NC(=O)N1c1cccc(OC)c1 (stereo not given) | -7.1 | 1.0
71 | O=[N+]([O-])c1ccc(OC/C=C2\Oc3ccc([N+](=O)[O-])cc3C2N2CCOCC2)cc1 (stereo not given) | 0.2 | 20.0
72 | CC(C)CNC(=O)CCc1ccc2[nH]ccc2c1 | 0.4 | 2.7
73 | OC(c1ccccn1)C1CCN(Cc2cccs2)CC1 (stereo not given) | -1.5 | 1.5
74 | CC(Oc1ccc(Cl)cc1)C(=O)N1CCn2c(nnc2C(C)C)C1 (stereo not given) | -3.7 | 2.1
75 | Cc1nn(C(=O)c2c(-c3c(Cl)cccc3Cl)noc2C)c(C)c1Br | -2.6 | ·

(more compounds)
cpd | mol | Pf apPOL inh | mHTT CaM bind
76 | COc1ccccc1Oc1ccc(S(=O)(=O)N2CCCC2)cc1 | -2.8 | -13.2
77 | COc1cc(NC(=O)C2CC(c3cc(OC)c(OC)c(OC)c3)=NO2)cc(OC)c1OC (stereo not given) | -3.9 | 44.5
78 | CCCCC(CC)C/C=C1\CC(C(=O)OCC)Oc2ccccc21 (stereo not given) (tested in a mixture with another compound) | -2.0 | -73.6
79 | O=C(Nc1ccc2c(N3CCOCC3)ncnc2c1)c1ccc(Cl)cc1 | -13.7 | 1.9
80 | O=c1nc2n(-c3ccc(F)cc3)c3ccccc3cc-2c(=O)[nH]1 | -6.4 | 4.0
81 | CC1=C(C(=O)Nc2cccc(C)n2)C(c2cccnc2)C2=C(CC(C)(C)CC2=O)N1 (stereo not given) | -2.5 | -1.0
82 | O=C(Nc1ccc2c(c1)OCO2)C1CCN(S(=O)(=O)c2cccs2)CC1 | -21.5 | 44.0
83 | CC1(C)CC(=O)C(C=NC(CO)(CO)CO)=C(O)C1 | · | -9.9
84 | COC(=O)c1cccc(C(=O)N2CCc3ccccc32)n1 | -5.5 | -2.5
85 | CC1(C)CC(=O)C2=C(C1)N(c1ncn[nH]1)C(N)=C(C#N)C2c1ccsc1 (stereo not given) | -4.7 | -2.0
86 | CC1=C(O)C(=O)OC1c1c(F)cccc1Cl (stereo not given) | -4.4 | ·
87 | O=C(CCSCCc1ccccn1)Nc1c(F)cc(F)cc1Br | 3.3 | 3.1
88 | COCCn1c(=N)c(C(N)=O)cc2c(=O)n3ccccc3nc21 | -14.9 | 2.0
89 | O=C(Nc1ccccc1Cl)c1cc(S(=O)(=O)NC2CCCC2)ccc1F | -9.7 | -4.0
90 | O=C(c1n[nH]c2ccccc12)N1CCCn2nc(-c3cccs3)cc2C1 | -2.5 | 5.2
91 | CC(Oc1ccccc1)C(=O)Nc1ccncc1 (stereo not given) | -8.6 | -1.4
92 | COc1ccc(N=C(C)C2=C(O)c3ccccc3C2=O)cc1 | -5.2 | 3.5
93 | COc1ccc(C(=O)N2CCC(COc3ccc(C(=O)NC(C)C)cc3)CC2)cc1 | 1.4 | 13.0
94 | O=C(Nc1nc2c(s1)CN(S(=O)(=O)Cc1cccc(F)c1)CC2)c1cccs1 | -2.6 | -6.0
95 | COc1cc(NC(=O)C2CCCN(c3nccnc3Oc3ccccc3C)C2)cc(OC)c1 (stereo not given) | -5.6 | -5.4
96 | O=C(Nc1ccc([N+](=O)[O-])cc1Cl)c1ccco1 | -7.5 | 5.4
97 | O=C(NCc1cccs1)C(=O)NCC1(c2cccs2)CC1 | 0.7 | -6.9
98 | O=C(N1CCC(c2ccsc2)CC1)C12CC3CC(CC(C3)C1)C2 | 2.2 | 18.2
99 | COc1cccc(-c2csc(CN3CCN(S(=O)(=O)c4cccs4)CC3)n2)c1 | -6.4 | -11.2
100 | COc1ccc(NC(=O)c2c(NC(C)=O)sc3c2CCCC3)c(OC)c1 | -1.9 | -0.7

Further compounds:
cpd | mol | Pf apPOL inh | mHTT CaM bind
101 | O=C(C(c1ccccc1)c1ccccc1)N1CCOCC1 | 4.2 | -3.9
102 | O=C(c1ccccc1Cl)N1CCCCC1CCN1CCCCC1 (stereo not given) | -12.9 | 2.6
103 | CC(=O)N(Cc1cc(-c2cccs2)on1)C(C)C | -4.9 | 2.0
104 | COc1nccnc1NC1CCN(S(=O)(=O)C2CC2)CC1 | -7.8 | 2.3
105 | COc1ccc(C2Nc3ccccc3C(=O)N2O)cc1COc1ccc(F)cc1 (stereo not given) | -4.7 | 32.0
106 | Cc1cc(Br)ccc1S(=O)(=O)n1cnc2ccccc21 | -2.5 | -3.0
107 | Cc1ccc(-c2noc(C3CCN(CC(=O)Nc4ccc(F)cc4)CC3)n2)cc1 | -6.5 | -2.0
108 | Cn1nc(-c2nc(-c3ccccc3F)no2)c2c1CCN(C(=O)c1cccc(F)c1)C2 | -2.1 | 0.6
109 | COc1ccc(C)cc1NC(=O)CSCc1ccccc1Cl | 1.1 | -19.1
110 | COc1ccc(-c2coc3cc(OC(=O)c4ccccc4OC)ccc3c2=O)cc1 | -5.2 | 3.5
111 | CCOc1ccc(NC(=O)CSc2nc3[nH]ncc3c(=O)n2-c2ccc(F)c(Cl)c2)cc1 | -3.8 | 31.0
112 | CCN1c2ccc(NC(=O)c3coc(=O)c4ccccc34)cc2C2C=CC=CC21 (stereo not given) | -1.4 | 13.0

Assay outcomes deposited in PubChem BioAssay by University of Kansas High Throughput Screening Laboratory.

The list is partial. The share of hits here may be higher or lower than overall.
